Assay outcomes: PubChem, National Center for Advancing Translational Sciences (NCATS)
EPAC2 ag = agonists of human EPAC2 (RAPGEF4). AID 720711. hit rate 0.079% among 360,000. Potency, µM (series often up to 154 µM), for inactives: at the top dose activation, hits mostly activators. EPAC2 activation, biochemical qHTS; response scale: 100% = 6.5 mM cAMP response; note: potency is the fitted concentration of half-maximal effect; nearly all actives have a fitted effect of over 50% in size
Target sequence (Q8WZA2 whole entry, looked up): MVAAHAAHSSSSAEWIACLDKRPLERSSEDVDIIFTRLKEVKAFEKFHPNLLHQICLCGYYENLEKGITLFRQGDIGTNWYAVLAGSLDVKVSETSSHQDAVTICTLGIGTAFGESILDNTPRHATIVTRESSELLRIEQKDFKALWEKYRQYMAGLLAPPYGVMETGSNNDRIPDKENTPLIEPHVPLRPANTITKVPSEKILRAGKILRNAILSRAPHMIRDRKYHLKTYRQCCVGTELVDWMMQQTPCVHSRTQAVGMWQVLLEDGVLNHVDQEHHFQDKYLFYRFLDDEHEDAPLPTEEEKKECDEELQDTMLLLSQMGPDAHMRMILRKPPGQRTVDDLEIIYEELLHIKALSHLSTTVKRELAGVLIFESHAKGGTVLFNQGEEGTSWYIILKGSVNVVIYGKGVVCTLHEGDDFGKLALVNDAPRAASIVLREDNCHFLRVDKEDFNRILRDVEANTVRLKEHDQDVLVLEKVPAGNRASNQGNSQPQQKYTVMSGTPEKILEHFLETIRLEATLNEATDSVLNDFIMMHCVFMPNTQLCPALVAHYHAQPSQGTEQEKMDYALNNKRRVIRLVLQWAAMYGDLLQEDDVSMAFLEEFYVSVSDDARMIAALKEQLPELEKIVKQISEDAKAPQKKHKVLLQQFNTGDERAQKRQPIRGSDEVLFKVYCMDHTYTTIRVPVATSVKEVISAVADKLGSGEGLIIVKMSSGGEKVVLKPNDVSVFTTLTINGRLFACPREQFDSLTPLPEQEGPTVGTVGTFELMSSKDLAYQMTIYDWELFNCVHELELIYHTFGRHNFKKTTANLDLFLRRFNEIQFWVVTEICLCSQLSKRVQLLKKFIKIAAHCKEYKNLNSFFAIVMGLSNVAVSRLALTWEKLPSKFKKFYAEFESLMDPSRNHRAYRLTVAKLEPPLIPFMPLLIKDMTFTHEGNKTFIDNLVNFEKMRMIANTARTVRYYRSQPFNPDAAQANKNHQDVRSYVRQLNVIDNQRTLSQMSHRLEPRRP
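Exchange assay: 100 nM EPAC2 with 250 nM Rap1B-BODIPY-GDP and 50 uM GDP. Fluorescence (ex 480/em 540 nm) read every 5 min for 30 min at room temperature. Data normalized to 6.5 mM cAMP as agonist control.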
Nrf2 inh = inhibitors of Nrf2 signaling | hit rate 2.1% among 360,000 | A549 ARE-Fluc reporter, luciferase luminescence, 18-24 h | Potency, µM (highest dose often 46 µM), without a hit: at the top dose activity change, negative = inhibition, hits mostly inhibitors | AID 504444; note: potency is the fitted concentration of half-maximal effect; % is set by controls: 0 for no effect and ±100 for the full control effect; nearly all actives have a fitted effect of over 60% in size
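A549 ARE_Fluc cells (5000/well, 5% FBS OPTI-MEM) pre-incubated 2 h, then treated with compounds 18-24 h at 37C/5% CO2 in concentration-response. CellTiter-Fluor viability read first; BugLite luciferase luminescence after 15 min at room temperature gives Nrf2 activity.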
Nrf2 activator = Nrf2 pathway activation | hit rate 0.31% among 410,000 | Potency, µM (top dose mostly 46.1 µM), without a hit: at the highest dose activation, usual class: activators | AID 624171 | AREc32 ARE-luciferase reporter (MCF7-derived line), luminescence, 24 h; note: potency is the fitted concentration of half-maximal effect; % of control where 0% means no effect; nearly all actives have a fitted effect of over 65% in size
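Nrf2 activation is followed as ARE-luciferase induction in the AREc32 line after one day of compound treatment; luminescence is read with Steady-Glo.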
ATXN2 expr inh = inhibitors of ATXN2 expression; Potency, µM (doses to about 57 µM), for the others: at the highest dose activity change, negative = inhibition, usual class: inhibitors; HEK-293 ATXN2-luciferase reporter, luminescence, 24 h; hit rate 0.72% among 360,000; note: potency is the fitted concentration of half-maximal effect; % is set by controls: 0 for no effect and ±100 for the full control effect; nearly all actives have a fitted effect of over 55% in size
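qHTS (up to 57 uM final) was run with 24 h compound exposure of reporter cells at 37 °C. Each well was multiplexed: SteadyGlo luminescence measured ATXN2-luciferase expression after a fluorogenic Gly-Phe-AFC viability readout (25 uM final).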
S2 tox = viability counter-screen for ATXN expression inhibitors. S2 cells (HEK-293 line with an ATXN2-luciferase reporter) viability, CellTiter-Fluor protease fluorescence, 24 h. Potency, µM (highest dose often 56.7 µM), hits mostly cytotoxic. hit rate 0.49% among 400,000. AID 651635; note: potency is the fitted concentration of half-maximal effect; nearly all actives have a fitted effect of over 40% in size
TGFb inhibitor = TGF-b pathway inhibition. HepG2 CAGA-GFP TGF-b/SMAD3 reporter, GFP fluorescence, 18 h; TGF-beta stimulated, 500 pg/mL final. Potency, µM (top dose mostly 46.1 µM), inactives show at the top dose activity, negative = inhibition, most hits filed as inhibitors. hit rate 1.2% among 410,000; note: potency is the fitted concentration of half-maximal effect; % is set by controls: 0 for no effect and ±100 for the full control effect; nearly all actives have a fitted effect of over 65% in size
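Per well, imaged GFP fluorescence of HEPG2 CAGA-GFP cells gives the signal; cells get compound, then TGF-beta (500 pg/mL final), 18 h at 37 degrees C; %Activity versus -TGF-beta and +DMSO controls.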
IL-2 act = activators of IL-2 | IL-2 activation reporter assay, cell-based qHTS; stimulated with anti-CD3/CD4/CD28 beads; in transgenic mouse T cells | activation, % (series mostly up to about 46 µM) | hit rate 0.065% among 360,000 | AID 652025; in the data active = activation above about 50%; inconclusive = mostly about 30% to 49%; note: 0% is about no effect
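Readout: EGFP and DsRed signals by fluorescent plate cytometry. Unstimulated transgenic mouse T cells received compound 60 min before antibody-bead stimulation, then incubated 18 h at 37 degrees C.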
HepG2 tox = counter-screen for TGF-b inhibitors: cytotoxicity in HepG2 cells; hit rate 0.76% among 410,000; AID 588856; Potency, µM (series often up to 46.1 µM), for inactives: top-dose activity change, negative = cytotoxicity, hits mostly cytotoxic; HepG2 CAGA-GFP viability, ATP luminescence, 18 h; note: potency is the fitted concentration of half-maximal effect; some results filed as inactive show a strong effect at the top dose
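HepG2 CAGA-GFP cells (1000/well, DMEM with 1% FBS) received compound, then TGF-beta at 500 pg/mL final, and were incubated 18 hours at 37 degrees C. Viability was read by CellTiter-Glo luminescence. Media-only wells were set as complete cell-killing and DMSO as no toxicity.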
A549 tox = counter-screen for Nrf2 inhibitors: cytotoxicity in A549 cells. AID 504648. A549 ARE-Fluc cells, CellTiter-Fluor viability, 18-24 h. Potency, µM (titrated, usually from 46 µM), without a hit: at the highest dose activity change, negative = cytotoxicity, actives largely listed as inhibitors. hit rate 0.16% among 390,000; note: potency is the fitted concentration of half-maximal effect; % is set by controls: 0 for no effect and ±100 for the full control effect
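A549 ARE-Fluc cells in 5% FBS OPTI-MEM, 5000 cells/well, rested 2 h then exposed to compounds in concentration-response for 18-24 h at 37 °C. Viability by CellTiter-Fluor fluorescence (Ex 405/Em 525) after 30 min; luciferase luminescence (BugLite, 15 min, RT) read afterwards.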
* hit, by the source's call; i = inactive; ? = inconclusive; · = not tested or not shown; & = joins results of further samples; [ ] = dose if it differs, or a comment. Unless noted, calls come from the whole dose curve; as a rule, active = well fitted curve in the direction sought with a large enough effect; inconclusive = small, poorly fitted or top-dose-only effect, or another doubt; inactive = no such curve, though single readings can be large; an effect the other way counts as inactive or inconclusive.

SMILES	EPAC2 ag	Nrf2 inh	Nrf2 activator	ATXN2 expr inh	S2 tox	TGFb inhibitor	IL-2 act	HepG2 tox	A549 tox
O=C(CCC1N=C2c3ccccc3N=C(SCc3ccccc3F)N2C1=O)NCc1ccc(F)cc1 (configuration not stated)	·	·	1.1%	14%	i	?	·	-33%	2%
COc1ccc(NC(=O)C2CCN(S(=O)(=O)c3ccc4[nH]c(=O)ccc4c3)CC2)cc1Cl	·	·	-0.2%	3%	i	-1%	·	-15%	1%
CCCn1c(NC(=O)c2ccc(Br)cc2)nc2ccccc21	6%	2%	18%	4%	i	7%	-0.8	-6%	3%
O=[N+]([O-])c1ccc2nc(SCc3cn4cccnc4n3)[nH]c2c1	-1%	-7%	20%	·	i	-16%	-0.7	-12%	-1%
COc1ccc(CCN2C(=O)c3oc4ccc(F)cc4c(=O)c3C2c2ccc(C(C)(C)C)cc2)cc1 (configuration not stated)	·	4%	-0.1%	-2%	i	0%	·	-25%	?
Cc1ccc(C(=O)NCCCNC(=O)COc2ccccc2Cl)cn1	2%	-4%	-0.1%	19%	i	-4%	-1.8	6%	-2%
Cc1cc(C(=O)Nc2ccc(N3CCOCC3)c(Cl)c2)c(C)o1	7%	14%	3.8%	·	i	6%	-0.2	-42%	-1%
CC(NC(=O)CN(C)S(=O)(=O)c1ccc2c(c1)c(=O)n(C)c(=O)n2C)c1ccccc1 (configuration not stated)	1%	-12%&8%	2.9%&-0.8%	6%	i	-8%&-13%	-0.6	-2%&-4%	12%&1%
CC1(C)CC2CC(C)(CN2C(=O)c2ccc([N+](=O)[O-])cc2)C1 (configuration not stated)	-3%	-3%	0.2%	·	i	-2%	0.9	4%	1%
CCN(C(=O)COC(=O)c1nn(-c2ccccc2)c(=O)c2ccccc12)C1CCS(=O)(=O)C1 (configuration not stated)	3%	-2%	-0.1%	2%	i	1%	-2.2	18%	-5%
COc1ccc(OC)c(NC(=O)COC(=O)CCC2CCCC2)c1	15%	3%	-1.3%	·	i	0%	0.3	-12%	-3%
Cn1cc([N+](=O)[O-])c(C(=O)Nc2ccc(-c3nc4ccccc4[nH]3)cc2)n1	9%	28%	?	-4%	i	?	-2.3	-21%	0%
CCCCNC(=O)CCn1ccc2cc(S(=O)(=O)N3CCCC3)ccc21	6%	2%	0.2%	·	?	-2%	0.1	-18%	-3%
Cc1ccc(Cl)cc1N1CCN(C(CC(C)C)c2nnnn2CC2CCCO2)CC1 (configuration not stated)	-21%	·	0.1%	-3%	i	-21%	-2.9	2%	-5%
Cc1ccc(S(=O)(=O)Cn2nnnc2CN(Cc2ccco2)Cc2cccs2)cc1	17%	-20%	0.6%	-21%	i	-2%	0.4	-21%	-2%
CNC(=O)CS(=O)CC(=O)Nc1cc(OC(C)C)c(Cl)cc1Cl (configuration not stated)	-1%	-5%	0.1%	-5%	i	4%	0.7	21%	-2%
CSc1nsc(SCC(=O)Nc2ccccc2)n1	6%	?	5.3%	33%	i	-18%	-0.4	-2%	4%
Cc1cccc(C)c1OCC(=O)Nc1cccc(NC(=O)c2ccco2)c1	7%	·	2.9%	-20%	?	?	0.4	-8%	-3%
O=C(CCc1nc2cccnc2n1Cc1ccccc1)N1CCOCC1	2%	0%	0.4%	4%	i	5%	-1.1	3%	-2%
O=C(COc1ccccc1Cl)Nc1ccc2c(c1)OCO2	11%	?	-0.2%	65%[activator]	i	3%	-0.7	-6%	5%
COc1ccc(OC)c(NC(=O)CSc2nc3ccccc3c(=O)n2CCC(=O)NC2CCCCC2)c1	·	·	-0.7%	5%	i	8%	·	2%	3%
COc1ccc2c(c1)C(=O)N(c1ccccc1OC)C(=O)C2(C)C	5%	5%	-0.1%	-7%	i	10%	-1.6	2%	-2%
O=C(NNC(=O)c1cccc2ccccc12)c1ccc(Cl)cc1	3%	2%	-0.2%	26%	i	1%	0.1	-4%	-8%
O=C(CNC(=O)c1ccc(Cl)cc1)OC1CCOC1=O (configuration not stated)	5%	-16%	-0.2%	-13%	i	20%	-1.2	-1%	-5%
O=C(O)c1ccc(NC(=S)NC(=O)c2cncc(Br)c2)cc1	-4%	-7%	-0.5%	·	i	-4%	-1.2	-1%	0%

Arranged by count of non-hydrogen atoms (rising): some entries from above.
SMILES	EPAC2 ag	Nrf2 inh	Nrf2 activator	ATXN2 expr inh	S2 tox	TGFb inhibitor	IL-2 act	HepG2 tox	A549 tox
O=C(NNC(=O)c1cccc2ccccc12)c1ccc(Cl)cc1	3%	2%	-0.2%	26%	i	1%	0.1	-4%	-8%
COc1ccc(OC)c(NC(=O)COC(=O)CCC2CCCC2)c1	15%	3%	-1.3%	·	i	0%	0.3	-12%	-3%
Cc1ccc(C(=O)NCCCNC(=O)COc2ccccc2Cl)cn1	2%	-4%	-0.1%	19%	i	-4%	-1.8	6%	-2%

(continued)
SMILES	EPAC2 ag	Nrf2 inh	Nrf2 activator	ATXN2 expr inh	S2 tox	TGFb inhibitor	IL-2 act	HepG2 tox	A549 tox
CCCN(CCC)c1nc2ccccc2nc1C(C#N)C(=O)OC(C)COC (configuration not stated)	25%	·	3.4%	-3%	i	?	-3.1	8%	-12%
Oc1ccccc1/C=N/Nc1nc2ccccc2o1	11%	6%	3.7%	?	?	?	-4.3	-14%	3%
Cc1ccc(CNC(=O)CCc2c(C)nc3c(c(C)nn3-c3ccc(C)cc3)c2C)cc1	4%	15%	-0.8%	2%	i	-19%	-3.0	2%	-3%
CC1CCCCN1C(=O)Cn1ncc2c3ccccc3n(Cc3ccccc3F)c2c1=O (configuration not stated)	·	?	-0.8%	-32%	?	?	·	-17%	-6%
CCc1ccccc1NC(=O)CCN1C(=O)c2ccccc2C1=O	23%	·	0.0%	-14%	?	0%	-0.3	-8%	-4%
COc1cccc(-n2c(-c3ccc4[nH]c(C)c(C)c4c3)n[nH]c2=S)c1	1%	8%	3.1%	-21%	i	-8%	-2.3	-3%	-4%
CCN(CC)CCCNc1nc(N)c([N+](=O)[O-])c(NCCO)n1	4%	14%	0.2%	·	i	-9%	0.8	-6%	-3%
N/C(=N\OC(=O)CCCOc1ccccc1)c1ccccn1	5%	-14%	1.8%	1%	i	1%	-1.5	-2%	6%
CCc1ccccc1NC(=O)C(CC)Sc1ncnc2c1sc1ccccc12 (configuration not stated)	·	·	0.4%	5%	i	-1%	·	4%	2%
CC(=O)c1sc(N)nc1C	13%&6%	-1%	-0.2%&-1.2%	-13%&3%	i	?	-2.7&0.5	-77%&5%	0%
O=C(O)C1C2C=CC(C2)C1C(=O)OCc1ccccc1 (configuration not stated)	-15%	-4%	0.2%	2%	i	-4%	-1.1	1%	1%
COc1ccccc1CNC(c1ccccc1)c1ccccc1	?	0%	0.0%	-2%	i	-8%	0.3	1%	-3%
O=C(N1CCOCC1)C12CC3CC(C1)CC(n1cnc(Cl)n1)(C3)C2	0%	2%	1.5%	-3%	i	21%	-0.1	0%	0%
Cc1ccc(OCC(=O)OCc2cc(=O)n3c(C)csc3n2)cc1	·	?	12%	0%	i	-9%	·	-20%	6%
COc1ccc(Br)cc1-c1nc2c(c(=O)[nH]c(=O)n2Cc2ccccc2)n1C	3%	5%	-0.1%	-14%	i	2%	0.0	2%	-11%
O=c1[nH]cnc(O)c1N=Nc1ccccc1	1%	?	0.3%	-38%	?	-22%	-0.2	-2%	-15%
O=C(N/N=C/c1cc([N+](=O)[O-])cc(Br)c1O)C12CC3CCC(CC(C3)C1)C2	-3%	0%	0.3%	·	i	?	0.1	-56%	-3%
Cc1cc(NC(=O)CSc2cn(CCNC(=O)c3ccccc3)c3ccccc23)no1	3%	3%	-0.8%	7%	?	3%	-1.5	-10%	-3%
CN(C)C(=O)CSc1nnc(C23CC4CC(CC(C4)C2)C3)o1	0%	?	0.3%	55%[activator]	i	?	-0.2	4%	?
CCN1C(=O)c2ccccc2S(=O)(=O)c2ccc(C(=O)NCCCN(CC(C)C)CC(C)C)cc21	-4%	-7%	0.4%	1%	i	0%	-5.3	-29%	-11%
COc1ccc(C(C)=O)cc1CSCc1cc(C(C)=O)ccc1OC	6%	9%	-0.2%	-26%	i	14%	-4.7	-16%	1%
CN(Cc1ccc2c(c1)OCCO2)C(=O)CN1C(=O)NC2(CCCCC2)C1=O	6%	-2%	0.1%	0%	i	-7%	-1.5	-23%	8%
CCN(C[C@H]1N[C@@](Cc2ccccc2)(C(=O)OC)[C@H]2C(=O)N(Cc3ccccc3)C(=O)[C@@H]12)C(=O)c1ccc(C)cc1	0%	0%	-0.4%	1%	?	6%	-1.0	-4%	-18%
Cc1cccc(-n2c3nc(=O)[nH]c(=O)c-3cc3cc([N+](=O)[O-])ccc32)c1	-5%	?	2.8%	-14%	?	?	2.0	-60%	-18%
Cc1ccc(S(=O)(=O)N2CCN(C(=O)COc3ccc(C)nc3[N+](=O)[O-])CC2)c(C)c1	14%	-11%	3.1%	-8%	i	7%	0.6	1%	-3%

Five compounds from above with just HepG2 tox and ATXN2 expr inh.
SMILES	HepG2 tox	ATXN2 expr inh
N/C(=N\OC(=O)CCCOc1ccccc1)c1ccccn1	-2%	1%
CCc1ccccc1NC(=O)C(CC)Sc1ncnc2c1sc1ccccc12 (configuration not stated)	4%	5%
CC(=O)c1sc(N)nc1C	-77%&5%	-13%&3%
O=C(O)C1C2C=CC(C2)C1C(=O)OCc1ccccc1 (configuration not stated)	1%	2%
COc1ccccc1CNC(c1ccccc1)c1ccccc1	1%	-2%
